Assay outcomes from PubChem.
CF NFkB inh = cystic fibrosis NF-kB activation inhibition. KKLEB NF-kB-GFP reporter, PAF-induced, GFP fluorescence overnight. inhibition, % at 5 µM. 360,000 compounds, 0.86% hits. AID 588850;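 active means at least 50% inhibition at 5 µM, scaled per plate between neutral and stimulator controls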;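 further: PAF is a Pseudomonas aeruginosa culture filtrate used as stimulus; plate controls were PAF-stimulated DMSO wells for no effect and unstimulated DMSO wells for full effect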
TWEAK Fn14 block = inhibitors of TWEAK-Fn14 interaction signaling. TWEAK-stimulated Fn14 reporter cells, luciferase luminescence, 8 h. inhibition, % at 10 µM. AID 1159606. 360,000 compounds, 2% hits; in the data active means inhibition above about 50%
NR2E3 ag-1 = agonists of human nuclear receptor NR2E3; Q9Y5X4; GST-NR2E3/biotin-RetCOR TR-FRET, 1536-well; inhibition of corepressor binding, % at 4.78 µM; 320,000 compounds, 0.12% hits; AID 2300;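 active means percent inhibition above the cutoff of mean plus 3 SD of all tested compounds, set per screening campaign, cut at about 20% in these data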;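 further: 0% = DMSO wells and 100% = biotin wells as full block of FRET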
Target sequence (Q9Y5X4 whole entry, looked up): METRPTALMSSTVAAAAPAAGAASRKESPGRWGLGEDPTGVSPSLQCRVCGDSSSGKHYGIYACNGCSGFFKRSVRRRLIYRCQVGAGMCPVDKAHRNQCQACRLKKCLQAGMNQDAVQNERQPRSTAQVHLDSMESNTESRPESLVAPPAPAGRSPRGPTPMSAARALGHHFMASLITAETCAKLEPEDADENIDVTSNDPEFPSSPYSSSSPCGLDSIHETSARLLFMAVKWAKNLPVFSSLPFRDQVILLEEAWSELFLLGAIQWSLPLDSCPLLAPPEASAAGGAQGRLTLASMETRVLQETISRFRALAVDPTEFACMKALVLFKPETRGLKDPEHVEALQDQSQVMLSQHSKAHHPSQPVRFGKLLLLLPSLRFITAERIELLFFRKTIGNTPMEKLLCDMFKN
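Test system: GST-NR2E3 and biotin-RetCOR proteins | Quantity: 1.35 nM GST-tagged NR2E3 final | Medium: Tris pH 7.5 | Also added: 7 nM biotin-RetCOR | Dosing: Compound at 4.8 µM, single dose | Timing: 5 h at 4 °C | Detection: Time-resolved FRET | Read-out basis: Percent inhibition | Benchmarks: Biotin wells as high control, 0.6% DMSO wells as low control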
iPSC survival up = enhancers of human iPSC single-cell survival | hiPSC single-cell survival, ATPlite luminescence; 100% = ROCK inhibitor wells, 0% = DMSO | survival enhancement, % at 20 µM | 360,000 compounds, 0.044% hits | AID 602274; in the data active means survival enhancement above about 18%;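 further: cells exposed to compounds for 16 hours before the ATP read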
Peg3 promoter = inhibitors of Peg3 promoter; AID 588405; 360,000 compounds, 1.7% hits; inhibition, % at 20 µM; HeLa PEG-Prom luciferase reporter, luminescence, overnight;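 active means inhibition of at least 50% at 20 µM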
NR2E3 ag-2 = agonists of human NR2E3 nuclear receptor; Q9Y5X4; CHO-S Gal4-NCOR/VP16-NR2E3 two-hybrid, luciferase; inhibition of corepressor binding, % at 3.98 µM; 360,000 compounds, 0.35% hits; AID 602229;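 active means inhibition above the mean of all tested compounds plus 3 SD, cut at about 70% in these data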;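 further: 0% = DMSO with NR2E3 transfected cells and 100% = cells lacking NR2E3 construct; higher means lower luciferase signal from less NR2E3 corepressor binding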
HIF-2a block = blocks HIF-2a reporter activity; 786-0 RCC cells HIF-2a reporter, luciferase luminescence, overnight; inhibition, % at 18.8 µM; 360,000 compounds, 0.72% hits;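 active means inhibition of the luminescence signal of 40% or more relative to plate controls, in a single-dose primary screen at 18.75 µM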
Shn3 inh set2 = inhibitors of Schnurri-3 3'UTR reporter in osteoblasts | inhibition, % at 12.5 µM | AID 588674 | Clone20 osteoblast Shn3 3'UTR firefly luciferase, 24 h | 360,000 compounds, 0.52% hits;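 active means mean inhibition of at least 75% with every replicate also reaching 75%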;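 further: 0% = median of neutral control wells and 100% = pilot-screen positive control compound; some compounds past the cut are filed as inactive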
TRPM1 prom inh = inhibitors of MITF-driven TRPM1 promoter in melanoma cells. SK-MEL-5 TRPM1 promoter luciferase, 24 h. inhibition, % at 12.5 µM. 330,000 compounds, 0.83% hits;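 active means mean inhibition across replicates of 60% or more, whatever share of single replicates reaches that level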; further: values of inactives mirror those of a sister screen read the other way
aDG glyco act = increases alpha dystroglycan glycosylation; Pro5-aDG cells, alpha-DG glycosylation AlphaScreen (IIH6); 0% Pro5, 100% B10-LARGE cell signal; activation, % at 10 µM; 360,000 compounds, 0.22% hits;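 active means activation of at least 8% versus controls, or a plate z-score of at least 8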;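 further: Pro5 are CHO cells carrying HIG-tagged alpha-DG that lacks glycosylation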
KKLEB cytotox = reduces viability of KKLEB cystic fibrosis airway cells | KKLEB CF airway cells viability, ATPlite luminescence, overnight; hits give low values; cells stimulated with P. aeruginosa culture filtrate | activity change (cytotoxicity), % at 5 µM | 360,000 compounds, 0.36% hits | AID 602141;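 active means corrected activity change at or below -50% at 5 µM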
An asterisk follows results filed as active; . = not tested or not shown. Random draw from the library; 4.4% or so of the library scored in one or more.

SMILES | CF NFkB inh | TWEAK Fn14 block | NR2E3 ag-1 | iPSC survival up | Peg3 promoter | NR2E3 ag-2 | HIF-2a block | Shn3 inh set2 | TRPM1 prom inh | aDG glyco act | KKLEB cytotox
Cc1c(C(=O)N2CCOCC2)c(S(=O)(=O)Nc2ccc(C(C)C)cc2)c(C)n1C | -23 | 11 | 0 | -0.2 | 13 | 14 | 23 | -2 | 23 | 0.2 | -4
CNC(=S)Nc1cc(C)ccc1OC(F)F | -12 | 3 | -1 | -0.4 | 14 | -16 | 4 | -1 | -7 | 0.1 | 4
Cc1cc(=O)n2[nH]c(C)c(-c3ccc(Cl)cc3)c2n1 | -17 | 8 | 0 | 1.9 | 19 | -12 | 12 | -11 | 2 | 0.0 | 2
COCCN1CCN(C(=O)C2CCC(=O)N(Cc3ccc(Cl)cc3)C2)CC1 (centres undefined) | 20 | 6 | 1 | -0.2 | 2 | 1 | 7 | -2 | -22 | -0.1 | -7
CC1C(=O)N2CCCc3cc(NC(=O)C(=O)NCc4ccc5c(c4)OCO5)cc1c32 (centres undefined) | 8 | -3 | 2 | -0.2 | -4 | -14 | 17 | 6 | -3 | -0.1 | -18
CSCCC(NC(=O)c1ccccc1Cl)C(=O)NCC(c1ccco1)N1CCCCC1 (centres undefined) | 0 | 3 | -1 | -0.2 | 7 | -10 | 9 | -3 | -2 | 0.2 | 4
O=C(O)c1ccc(Nc2nc3ccccc3nc2NS(=O)(=O)c2ccc(F)cc2)cc1 | 14 | -3 | 1 | 0.1 | 17 | 1 | 2 | 1 | 6 | 0.0 | -21
Cc1ccc(S(=O)(=O)NN2C(=O)/C(=C/c3cccs3)SC2=S)cc1 | -3 | -2 | 0 | -0.6 | 13 | 38 | 18 | . | 7 | 0.4 | 4
NC(=O)c1cc(S(=O)(=O)NCc2ccc(F)cc2)cs1 | -7 | 5 | 5 | -0.4 | -5 | -15 | 10 | -21 | -2 | -0.2 | -18
COC(=O)c1ccc(C(=O)OC)c(NC(=O)CN(C)Cc2cccc(Cl)c2Cl)c1 | 17 | -5 | 3 | -0.4 | 13 | -19 | 13 | 32 | 17 | 0.0 | 1
CCN(CC)S(=O)(=O)c1ccc(N2CCOCC2)c(NC(=O)COc2ccc(Cl)cc2)c1 | -1 | 19 | 3 | -0.7 | -5 | 4 | 9 | . | -3 | 0.4 | -4
O=C(CCc1nc(-c2ccc(Cl)cc2)no1)NC1CCCC1 | 1 | -9 | -3 | 1.4 | -21 | -9 | -23 | 18 | 2 | 0.1 | -7
Cc1cc(/C=C2/C(=N)N3C(=NC2=O)SN=C3S(C)(=O)=O)c(C)n1-c1ccc(F)cc1 | 3 | 5 | 3 | -1.0 | -91 | -29 | -124 | -38 | -55 | -0.1 | -19
O=C(Nc1cccc(Cl)c1)N1CCc2ccccc2C1 | 13 | -6 | -3 | 0.1 | -303 | -112 | -311 | -130 | -70 | 0.9 | 1
CC(C)c1cc(C(N)=O)c(NC(=O)c2cccc(COc3ccc(Cl)cc3)c2)s1 | 2 | -33 | 1 | -4.7 | -85 | -150 | 22 | 21 | 11 | 0.6 | -16
CC(CCc1ccccc1)NC(=O)CC(C)c1ccccc1 (centres undefined) | -12 | -18 | -1 | -0.6 | 18 | 15 | 18 | 18 | -2 | -0.1 | -4
COc1ccccc1/C=N/n1nnnc1N | 20 | 0 | . | -0.7 | -82 | -14 | -96 | 3 | -9 | 0.1 | 5
O=C(C1=NNC2C(=O)N(c3ccccc3)C(=O)C12)c1nc(Cl)ccc1Cl (centres undefined) | 16 | 13 | -1 | 0.8 | -2 | 7 | -2 | -15 | -2 | -0.2 | -5
Cc1cccn2c(=O)c3cc(C(=O)N4CCCCC4)sc3nc12 | -12 | -21 | 10 | 0.0 | -125 | -31 | -138 | -22 | -14 | -0.1 | -1
CCn1c(=O)c(C(=O)NCc2ccccc2Cl)c(O)c2ccccc21 | -9 | -16 | . | 0.5 | 1 | -17 | 3 | -4 | 29 | -0.1 | 1
O=C(c1ccc([N+](=O)[O-])cc1)N(C1=NCCCCS1)c1ccccc1 | 1 | -4 | 1 | -0.9 | 17 | -15 | 12 | -2 | 6 | -0.1 | -4
COc1ccc(NC(=S)N2CCc3ccccc3C2)cc1 | -9 | 4 | -1 | -0.3 | -79 | 7 | -76 | -3 | 0 | 0.0 | -7
O=C(NCc1cccnc1)C(=O)N/N=C/c1ccc([N+](=O)[O-])cc1 | -13 | 3 | 2 | -0.2 | 8 | 3 | 10 | -25 | -6 | -0.1 | 7
CCN(Cc1ccccc1)C(=O)COC(=O)CNC(=O)c1ccc(C)s1 | 4 | 3 | 3 | 1.4 | 7 | -1 | 16 | 5 | 0 | 0.0 | 4
Cc1cc(=O)[nH]c(Sc2c(-c3ccccc3)c3ccccc3[nH]c2=O)n1 | 8 | -7 | 11 | 1.0 | 6 | -49 | 18 | 5 | 5 | -0.2 | 4
COCCc1nc2ccc(C(=O)NCc3cccc(-n4cccn4)c3)cc2o1 | -1 | 0 | -2 | -0.2 | -3 | 19 | -18 | 6 | 1 | 0.1 | 1
COc1ccc(Oc2nc3ccccc3n3cccc23)cc1 | 0 | -1 | 3 | 0.0 | 8 | 6 | -17 | 4 | -6 | -0.1 | 4
Cc1cc(C)cc(NC(=S)NC2CC3CCCC(C2)N3C2CC2)c1 (centres undefined) | 6 | 5 | 4 | -4.4 | 12 | -6 | 10 | 4 | 5 | 0.0 | 14
CCOc1ccc(NC(=O)CN(C)c2nnnn2-c2ccccc2)cc1OCC | -11 | -4 | -1 | -0.2 | 6 | -21 | 21 | 7 | 8 | 0.4 | -4
CC1CCCCC12NC(=O)N(CC(=O)N1CCN(S(=O)(=O)c3ccc4c(c3)CCC4)CC1)C2=O (centres undefined) | -44 | -14 | . | 0.2 | 3 | 18 | 16 | -10 | -7 | 0.6 | -4
C=CCn1c(SCC(=O)NC2CCCC2)nc2c([nH]c3ccccc32)c1=O | -1 | -11 | 1 | -0.3 | 9 | 5 | 22 | 9 | 8 | -0.4 | -18
COc1ccc(S(=O)(=O)N2CCOCC2)cc1NC(=O)CSc1ncnc2ccccc12 | 6 | 7 | 0 | 0.5 | 14 | 7 | 13 | -7 | 6 | -0.2 | 0
CCc1nnc(NC(=O)CSc2nnnn2-c2cccc(C(=O)OC)c2)s1 | 13 | -12 | 1 | -1.7 | 3 | 13 | 3 | 5 | 12 | 0.0 | -6
CNS(=O)(=O)c1ccc(CNC[C@H]2O[C@@H](n3cnc(C(N)=O)n3)[C@H](O)[C@@H]2O)cc1 | 2 | 3 | . | -0.3 | 10 | -2 | 4 | -28 | 5 | -0.1 | -1
COC(=O)[C@H]1[C@@H](C)N(Cc2ccccc2)C(=O)N[C@H]1c1cccc(C(F)(F)F)c1 | 26 | -12 | 3 | -2.1 | 0 | -6 | 5 | -8 | 4 | -0.3 | -2
COc1ccc(CNC(=O)COC(=O)C2CCN(S(=O)(=O)c3ccccc3C(F)(F)F)CC2)cc1 | -10 | -10 | -1 | 0.5 | 2 | -6 | 19 | -15 | -6 | -0.2 | 2
CCc1sc(C(=O)N2CCN(S(C)(=O)=O)CC2)cc1Br | 2 | -21 | 4 | 1.3 | 15 | 8 | -8 | -2 | 9 | 0.3 | -6
Cc1cc(C(F)F)nn1CC(=O)Nc1cc([N+](=O)[O-])ccc1F | -9 | -14 | 2 | 1.3 | -5 | 2 | 10 | -1 | -3 | 0.1 | 3
COc1ccc(N2C(=O)CSC2c2ccccc2F)c(OC)c1 (centres undefined) | 2 | 23 | -2 | 0.2 | 9 | -17 | 20 | 16 | -9 | 0.0 | -1
CCN(CC)S(=O)(=O)c1ccc(N2CCCCC2)c(C(=O)Nc2ccccc2N2CCOCC2)c1 | 12 | 0 | -2 | -0.9 | 23 | -23 | 20 | 31 | 11 | -0.3 | 2
COc1ccccc1CCC(=O)OCC(=O)Nc1c(C)nn(-c2ccccc2)c1C | -17 | -13 | 1 | -0.3 | -17 | 10 | 2 | -11 | 10 | -0.1 | 11
COc1ccc(OC)c(-n2c(=S)[nH]c3c(sc(=S)n3-c3ccccc3C)c2=O)c1 | 3 | -3 | 3 | -0.5 | 18 | 3 | 17 | 15 | -10 | -0.3 | -6
Cc1ccccc1-n1c(SCC(=O)Nc2ccccc2)nc2nc3c(cc2c1=O)CCCC3 | -30 | 20 | -3 | -1.5 | 10 | 8 | 22 | 20 | 9 | -0.5 | 24
O=C(c1cc2cc(Br)cc(Br)c2oc1=O)N1CCOCC1 | 5 | 6 | -1 | 1.3 | 4 | -1 | 8 | 4 | 4 | -0.1 | -6
CN(C)C(CNC(=O)c1cccs1)c1cccnc1 (centres undefined) | 4 | -4 | 3 | -2.2 | -9 | 5 | 3 | 6 | . | 0.0 | 6
Cc1ccccc1C(=O)NCC(=O)OCC(=O)NC(C)C1CC2CCC1C2 (centres undefined) | -9 | 3 | 1 | -0.5 | 4 | 3 | 9 | -13 | -5 | 0.0 | 19
COc1ccc2nc(SCC(=O)Nc3ccccc3)[nH]c2c1 | -6 | -3 | 2 | 1.0 | -15 | -25 | -15 | -6 | 10 | 0.0 | -1
O=C1S/C(=C\c2ccc(O)c([N+](=O)[O-])c2)C(=O)N1Cc1cccc([N+](=O)[O-])c1 | 23 | 53* | 4 | -0.6 | 41 | 20 | 4 | 8 | 21 | 0.0 | 15
O=C(Nc1ccc2c(c1)OCCO2)c1ccc2ccccc2n1 | -23 | 9 | -1 | -0.8 | -236 | -147 | -226 | -100 | -6 | -0.2 | -17
COc1ccc(NC(=S)c2ccc(N(C)C)cc2)cc1 | 15 | -25 | -3 | 2.4 | -265 | -123 | -221 | -83 | -73 | -0.3 | -8
Cc1c(N=Cc2ccc(O)c(Br)c2)cccc1[N+](=O)[O-] | -13 | 18 | 1 | -1.0 | 18 | 3 | 2 | -20 | -1 | -0.5 | 4
CS(=O)(=O)N1CCCC(C(=O)Nc2ccc(Br)cc2F)C1 (centres undefined) | -12 | 23 | 1 | -2.2 | 12 | -5 | 9 | 5 | -1 | 0.0 | 8
Cc1c(NC(=O)CN2C(=O)c3ccccc3C2=O)c(=O)n(-c2ccccc2)n1C | -8 | -12 | 2 | -0.1 | -31 | -6 | -9 | 8 | 0 | 0.2 | 2
Cc1ccc(S(=O)(=O)Nc2cc(C(C)C)c(O)cc2C)cc1 | 5 | 20 | 1 | -0.2 | 12 | 5 | 16 | 4 | -5 | 0.1 | -6
Cc1ccc(S(=O)(=O)N(C)CCCC(=O)N2CCCCC2)cc1 | -5 | -2 | 0 | -0.6 | 10 | 3 | 11 | 11 | -4 | -0.1 | 8
